# Screening data deposited in PubChem BioAssay by several laboratories.
# RGS4-Gao reg = modulates binding of RGS4 to human Galphao. P09471. Multiplexed bead flow cytometry; actives lie on both sides. binding response (% of control), % at 10 µM. 220,000 compounds, 0.33% hits. AID 1415; in the data active means binding response below about 49% or above about 150%; inactive means in between;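 further: fluorescent Galphao activated with aluminum fluoride binding bead-coupled RGS4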
# Target sequence (P09471 whole entry, looked up): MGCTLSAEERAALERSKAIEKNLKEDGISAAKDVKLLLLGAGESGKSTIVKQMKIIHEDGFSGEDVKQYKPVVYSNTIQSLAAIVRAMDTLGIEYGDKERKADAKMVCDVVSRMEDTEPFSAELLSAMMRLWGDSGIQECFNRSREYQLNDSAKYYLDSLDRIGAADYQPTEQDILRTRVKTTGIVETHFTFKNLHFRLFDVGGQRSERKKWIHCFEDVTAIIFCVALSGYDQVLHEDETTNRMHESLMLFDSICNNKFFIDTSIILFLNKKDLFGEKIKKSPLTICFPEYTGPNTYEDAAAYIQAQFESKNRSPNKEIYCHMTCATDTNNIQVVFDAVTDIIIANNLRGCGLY
# Bim-Bcl-XL = inhibitors of Bim-Bcl-XL interaction, human. Q07817. Bim peptide-Bcl-XL binding, bead flow cytometry, fluorescence. inhibition, % at 10 µM. 190,000 compounds, 0.04% hits
# Mcl1 Bid PPI = disrupts binding of human Mcl-1 to Bid peptide. Q07820. inhibition, % at 21.7 µM. AID 1021. TR-FRET Mcl-1/Bid-Dy647 peptide binding, 1536-well. 220,000 compounds, 0.97% hits;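 active means compounds that cut the binding signal by more than half at the single screening dose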;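 further: His-tagged Mcl-1 with europium anti-His antibody binding Bid BH3 peptide; 0% = Mcl-1 plus peptide wells and 100% = peptide-only wells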
# Target sequence (Q07820 whole entry, looked up): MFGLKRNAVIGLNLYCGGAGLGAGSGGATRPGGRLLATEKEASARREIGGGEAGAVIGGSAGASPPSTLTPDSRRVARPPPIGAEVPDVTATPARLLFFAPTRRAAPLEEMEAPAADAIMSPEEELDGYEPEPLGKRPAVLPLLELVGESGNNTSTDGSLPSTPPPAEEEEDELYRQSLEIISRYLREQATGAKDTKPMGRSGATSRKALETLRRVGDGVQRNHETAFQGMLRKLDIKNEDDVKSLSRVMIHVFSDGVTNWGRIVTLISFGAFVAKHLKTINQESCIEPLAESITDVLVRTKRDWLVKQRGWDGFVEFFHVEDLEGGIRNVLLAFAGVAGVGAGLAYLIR
# RGS7-Gao reg = human RGS7-Galphao interaction regulation. P09471. Multiplexed bead flow cytometry, RGS7-Galphao binding; actives lie on both sides. binding response (% of control), % at 10 µM. 220,000 compounds, 0.35% hits; in the data active means binding response below about 49% or above about 150%; inconclusive means no clear call, values can overlap the other calls; inactive means in between;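 further: fluorescent Galphao held in activated GDP-AlF4 state binding bead-coupled RGS7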
# Bcl-B Bim block = human Bim-Bcl-B interaction inhibition; Q9HD36; bead-based flow cytometry, Bim peptide-Bcl-B binding; inhibition, % at 10 µM; 190,000 compounds, 0.073% hits; AID 951;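 further: 0% = tracer peptide without compound and 100% = reference inhibitor peptide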
# Mcl1 Noxa PPI = Mcl-1/Noxa interaction inhibition; Q07820; TR-FRET Mcl-1/Noxa peptide binding, 2 h; inhibition, % at 21.7 µM; 220,000 compounds, 1.5% hits; AID 1022;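 active means compounds that cut the protein-peptide binding signal by more than 50% relative to plate controls in a single-dose test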;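 further: His-tagged Mcl-1 with rhodamine Noxa BH3 peptide and terbium anti-His antibody; 0% = Mcl-1 plus Noxa peptide wells and 100% = peptide-only wells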
# RGS8-Gao = human RGS8-Galphao interaction regulation; P09471; multiplexed bead flow cytometry, RGS8-Galphao binding; actives lie on both sides; response (percent of control binding), % at 10 µM; 220,000 compounds, 0.34% hits; in the data active means response below about 60% or above about 140%; inactive means in between;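 further: Galphao activated as the GDP aluminium fluoride complex binding bead-coupled RGS8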
# Bcl-2 Bim block = inhibitors of Bim-Bcl-2 interaction, human. P10415. Bead-based flow cytometry, Bim peptide-Bcl-2 binding. inhibition, % at 10 µM. 190,000 compounds, 0.06% hits. AID 950; in the data active means inhibition above about 40%; inconclusive means no clear call, values can overlap the other calls;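 further: 0% = no compound wells with probe peptide and 100% = reference peptide inhibitor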
# Bfl-1 Bim block = human Bim-Bfl-1 interaction inhibition; Q16548; Bead-based flow cytometry, Bim-Bfl-1 binding inhibition; inhibition, % at 10 µM; 190,000 compounds, 0.12% hits; AID 1008;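 further: 0% = wells without compound plus tracer and 100% = blocker peptide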
# Mcl-1 Bim block = inhibitors of Bim-Mcl-1 interaction, human; Q07820; Bead-based flow cytometry, Bim peptide-Mcl-1 binding; inhibition, % at 10 µM; 190,000 compounds, 0.1% hits; AID 1009;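 further: 0% = no compound tracer wells and 100% = peptide blocker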
# Bim-Bcl-W = inhibitors of Bim-Bcl-W interaction, human; Q92843; bead-based flow cytometry, Bim peptide-Bcl-W binding; inhibition, % at 10 µM; 190,000 compounds, 0.02% hits; AID 952;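 further: 0% = bound tracer without compound and 100% = peptide blocker; higher means less fluorescent Bim peptide bound to Bcl-W beads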
# Target sequence (Q92843 whole entry, looked up): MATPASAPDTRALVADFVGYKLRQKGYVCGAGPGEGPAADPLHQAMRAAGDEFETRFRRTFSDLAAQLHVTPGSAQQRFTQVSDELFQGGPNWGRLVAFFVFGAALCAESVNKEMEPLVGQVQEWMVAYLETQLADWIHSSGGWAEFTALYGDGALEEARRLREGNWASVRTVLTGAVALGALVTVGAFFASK
# An asterisk follows results filed as active; ? = inconclusive; . = no result given; & = joins results of further samples. Unless noted, no stated cut-off is given here; in the data, active means inhibition above about 40%. Not all compounds are listed. The share of hits here may be higher or lower than overall.
SMILES,RGS4-Gao reg,Bim-Bcl-XL,Mcl1 Bid PPI,RGS7-Gao reg,Bcl-B Bim block,Mcl1 Noxa PPI,RGS8-Gao,Bcl-2 Bim block,Bfl-1 Bim block,Mcl-1 Bim block,Bim-Bcl-W
CC(C)c1ccc(N=Nc2c(O)[nH]c(=O)[nH]c2=O)cc1,102.0,.,-23.0,?,.,-16.0,103.1,.,.,.,.
O=[N+]([O-])c1cccc(CN2CCN(Cc3ccc(Br)cc3)CC2)c1,84.1,0.0,46.4,?,-2.0,13.2,87.8,0.0,-2.0,1.0,3.0
COc1ccc(C2SCC(=O)Nc3c2c(C)nn3C2CCOC(C)(C)C2)cc1 (stereo not given),99.1,-3.0,-8.6,96.8,0.0,2.2,93.8,-1.0,0.0,-2.0,-2.0
Cc1c(N=Nc2c(O)n(-c3ccc(Br)cc3)c(=O)[nH]c2=O)c(=O)n(-c2ccccc2)n1C,103.8,.,-85.4,?,.,-103.5,101.9,.,.,.,.
C=CCn1c(O)c(C=Nc2ccc(OC)cc2C)c(=O)[nH]c1=O,95.0,-14.0,-6.6,93.1,-13.0,16.3,94.7,-10.0,-13.0,-1.0,0.0
CCN(CC)C(=O)c1ccc(NC(=O)COc2ccccc2F)cc1,99.2,-1.0,-13.1,?,-2.0,0.9,99.7,-1.0,-2.0,0.0,0.0
C=CCn1c(O)c(C(C)=NCCC(c2ccccc2)c2ccccc2)c(=O)[nH]c1=O,99.8,-9.0,8.8,101.2,-1.0,2.0,102.3,-10.0,-8.0,0.0,-3.0
Cc1ccccc1-n1c(O)c(/C=N/c2nccs2)c(=O)[nH]c1=O,103.9&99.2,0.0&-3.0,-20.6&-40.4,102.5&99.3,1.0&-3.0,14.2&16.5,101.0&96.1,-1.0&-2.0,5.0&0.0,-1.0&-4.0,-1.0&0.0
C=CCn1c(O)c(C=NCCCn2ccnc2)c(=O)[nH]c1=O,113.4,.,-16.8,?,.,-29.1,105.7,.,.,.,.
COc1ccc(OC)c(NC2=NCCS2)c1,102.3,5.0,-15.3,106.2,3.0,1.7,103.5,0.0,-1.0,0.0,2.0
COc1ccc(C(=O)C2CCCN(Cc3ccc(C)s3)C2)c(OC)c1 (stereo not given),98.6,-6.0,-28.4,98.7,-7.0,-4.3,102.6,-5.0,-12.0,0.0,-3.0
Cn1c[n+](C)cc1C(O)c1ccccc1 (stereo not given),101.1&102.0,3.0&-3.0,-37.4&-25.9,102.2&99.8,-2.0&-7.0,32.2&26.3,99.0&100.2,2.0&-6.0,0.0&-13.0,0.0&0.0,2.0&-1.0
CN(C)CC#CCC(O)(c1ccccc1)C1CCCC1 (stereo not given),104.1,-5.0,17.1,99.6,-8.0,4.7,98.8,-10.0,-13.0,-2.0,-2.0
COc1cc(C(=O)N/N=C/C23CC[C@@H](O)CC2(O)CC[C@@H]2[C@@H]3CCC3(C)C(C4=CC(=O)OC4)CCC23O)ccc1O (stereo not given in full),101.8,.,-61.9,?,.,-4.7,100.2,.,.,.,.
CCCc1nnc(NC(=O)CCC(=O)N2CCC3(CC2)OCCO3)s1,103.6,.,-3.0,?,.,-11.5,104.0,.,.,.,.
O=C(c1ccc(CS(=O)(=O)c2ccccc2)o1)N1CCC2(CC1)OCCO2,96.8,0.0,-3.4,94.8,0.0,16.9,100.1,-2.0,0.0,-1.0,0.0
COc1ccc(-n2c(O)c(C(C)=NCCCn3ccnc3)c(=O)[nH]c2=O)cc1,104.8,-6.0,-62.1,103.1,-4.0,3.9,103.3,-2.0,-9.0,0.0,0.0
O=c1[nH]c(=O)n(C2CCCCCC2)c(O)c1C=NCCCN1CCOCC1,96.1,-9.0,-3.8,98.0,-5.0,0.8,101.5,-9.0,-7.0,0.0,-3.0
CCN(CC)c1ccc(CNCCc2ccc(F)cc2)cc1,99.5,0.0,-24.2,101.8,0.0,19.4,100.6,-1.0,-3.0,1.0,2.0
O=P(Nc1cccc(F)c1)(Oc1ccccc1F)Oc1ccccc1F,100.2,.,8.0,?,.,2.9,99.1,.,.,.,.
COc1ccc2oc3c(c2c1)NC(=O)CN=C3c1ccccc1,101.3,2.0,-28.7,102.8,-3.0,4.9,104.1,-3.0,-2.0,1.0,0.0
Cc1c(C(=O)N2CCC3(CC2)OCCO3)oc2ccccc12,100.4,0.0,1.3,98.2,-7.0,19.6,100.5,-7.0,-7.0,0.0,-4.0
N#CCN1CCN(c2ccc(C(F)(F)F)cc2)CC1,105.8,-6.0,-57.2,102.5,-4.0,5.2,106.1,1.0,0.0,-3.0,-3.0
COc1ccc(CN2C(=O)NC(=O)/C(=C\c3cc(OC)c(OC)c(OC)c3)C2=O)cc1,100.2,0.0,-29.9,96.9,-3.0,-5.7,97.2,-2.0,-3.0,1.0,-1.0
CCCCn1c(O)c(C(C)=NCCCn2ccnc2)c(=O)[nH]c1=O,95.8,-3.0,4.2,90.2,-7.0,12.2,94.2,-10.0,-10.0,0.0,0.0

# The list goes on; it opens with the six that closed the last part.
SMILES,RGS4-Gao reg,Bim-Bcl-XL,Mcl1 Bid PPI,RGS7-Gao reg,Bcl-B Bim block,Mcl1 Noxa PPI,RGS8-Gao,Bcl-2 Bim block,Bfl-1 Bim block,Mcl-1 Bim block,Bim-Bcl-W
O=P(Nc1cccc(F)c1)(Oc1ccccc1F)Oc1ccccc1F,100.2,.,8.0,?,.,2.9,99.1,.,.,.,.
COc1ccc2oc3c(c2c1)NC(=O)CN=C3c1ccccc1,101.3,2.0,-28.7,102.8,-3.0,4.9,104.1,-3.0,-2.0,1.0,0.0
Cc1c(C(=O)N2CCC3(CC2)OCCO3)oc2ccccc12,100.4,0.0,1.3,98.2,-7.0,19.6,100.5,-7.0,-7.0,0.0,-4.0
N#CCN1CCN(c2ccc(C(F)(F)F)cc2)CC1,105.8,-6.0,-57.2,102.5,-4.0,5.2,106.1,1.0,0.0,-3.0,-3.0
COc1ccc(CN2C(=O)NC(=O)/C(=C\c3cc(OC)c(OC)c(OC)c3)C2=O)cc1,100.2,0.0,-29.9,96.9,-3.0,-5.7,97.2,-2.0,-3.0,1.0,-1.0
CCCCn1c(O)c(C(C)=NCCCn2ccnc2)c(=O)[nH]c1=O,95.8,-3.0,4.2,90.2,-7.0,12.2,94.2,-10.0,-10.0,0.0,0.0
COc1ccc(N2C(=O)NC(=O)/C(=C/c3ccc(N4CCOCC4)cc3)C2=O)cc1,95.6,-2.0,-20.0,96.9,1.0,13.5,94.0,1.0,2.0,-2.0,-2.0
CCCCn1c(O)c(C(CC)=NCc2ccco2)c(=O)[nH]c1=O,98.5,1.0,-7.7,94.7,0.0,9.3,99.3,-1.0,0.0,1.0,0.0
CC(=NCC1CCCO1)c1c(O)n(C)c(=O)n(C)c1=O (stereo not given),-9.3*,0.0,-19.0,30.7*,-1.0,6.8,53.8*,0.0,1.0,0.0,0.0
CC1(C)CC2(CCO1)NCCN1C(=O)CSC12 (stereo not given),99.0,-3.0,-3.6,96.3,-7.0,27.6,98.3,-5.0,-11.0,0.0,-1.0
CCC(=NCc1ccco1)c1c(O)n(-c2ccc(C)cc2)c(=O)[nH]c1=O,93.2,1.0,-23.5,96.2,3.0,-3.7,98.2,5.0,-3.0,5.0,2.0
O=C(c1ccc(Cl)cc1)C1CCCN(Cc2cccc3cccnc23)C1 (stereo not given),107.5,-8.0,-3.0,109.3,-2.0,8.6,114.3,0.0,-1.0,0.0,-3.0
CN1CCN2c3ccc(N)cc3CC3(C(=O)NC(=O)NC3=O)C2C1 (stereo not given),100.5,.,96.9*,?,.,35.2,101.8,.,.,.,.
CC(C)Cc1nc(N2CCNCC2)c(C#N)c2c1CCC2,101.6,.,-0.4,?,.,-4.7,104.2,.,.,.,.
CCC(=NCCCn1ccnc1)c1c(O)n(-c2ccccc2)c(=O)[nH]c1=O,110.4,.,-2.0,?,.,10.6,105.9,.,.,.,.
Cc1cccc(OCC(=O)N2CCN(Cc3ccc4c(c3)OCO4)CC2)c1,94.7,-1.0,18.4,97.9,-4.0,11.9,99.7,-4.0,-5.0,0.0,-2.0
CN(C)C(=O)Oc1ccc(OCc2n(C)c3ccccc3[n+]2C)cc1,98.3,-3.0,-1.7,104.0,-5.0,17.3,95.4,1.0,2.0,-2.0,0.0
CC(=NCCCO)c1c(O)[nH]c(=O)[nH]c1=O,101.6,.,-11.1,?,.,-0.2,104.2,.,.,.,.
C=CC1CN2CCC1CC2c1[nH]c2ccccc2c1CCO (stereo not given),101.1,-2.0,-62.3,99.9,-3.0,30.8,105.8,6.0,0.0,0.0,0.0
O=c1[nH]c(=O)n(CCC2=CCCCC2)c(O)c1/C=N/N1CCOCC1,97.0,.,-56.2,?,.,1.3,98.2,.,.,.,.
C=C1C(=O)O[C@@H]2C[C@@H](C)[C@@H]3C4OC4C(=O)[C@@]3(C)[C@@H](O)[C@H]12 (stereo not given in full),97.3,.,-23.8,?,.,-9.2,98.7,.,.,.,.
O=C(COC(=O)Cc1ccccc1)Nc1cccnc1Cl,102.6,1.0,-17.3,102.8,-1.0,-2.1,104.5,-5.0,-9.0,0.0,-2.0
Cc1ccc(C2C(S(C)(=O)=O)=C(O)C(=O)N2c2ccccc2)cc1 (stereo not given) (tested in a mixture with another compound),93.7,-1.0,-29.7,94.3,2.0,23.9,95.5,2.0,0.0,14.0,-3.0
COc1cc2c(cc1O)C[C@H]1NCCc3cc4c(c-2c31)OCO4,89.2,12.0,-27.6,92.8,6.0,78.8*,97.1,5.0,6.0,6.0,10.0
CC(C)C(=O)c1cn(Cc2ccccc2C#N)c2ccccc12,102.1,-4.0,-2.9,102.0,-4.0,-5.4,103.3,-8.0,-16.0,0.0,0.0
CCOc1ccccc1NC(=O)N1CCC2(CC1)OCCO2,99.8,-8.0,0.6,104.9,-5.0,-20.2,105.1,-5.0,0.0,-6.0,-6.0
CCN1CCN(CC(=O)c2c(C)n(Cc3ccccc3)c3ccc(OC)cc23)CC1,100.7,-3.0,-20.2,100.7,-2.0,20.4,99.7,0.0,-2.0,-4.0,-4.0
CSc1ccccc1C(=O)C1CCCN(Cc2ccn[nH]2)C1 (stereo not given),102.2,-5.0,-18.7,102.4,-5.0,13.7,100.6,-4.0,-7.0,0.0,-6.0
O=C(CCn1c(=O)oc2ccccc21)N1CCC2(CC1)OCCO2,103.5,-6.0,-24.5,102.9,-14.0,-1.8,103.1,-10.0,-12.0,-3.0,0.0
O=C1CCN(C(=O)C(Cl)Cl)N1,96.6,-2.0,-24.7,100.2,-4.0,3.4,100.8,-4.0,-4.0,-2.0,-3.0
Cc1c(N=Cc2c(O)n(C)c(=O)[nH]c2=O)c(=O)n(-c2ccccc2)n1C,101.0,.,-30.1,?,.,13.5,99.1,.,.,.,.
Cc1cc(C=O)c(C)n1C1CC1,100.0,1.0,-44.5,95.6,-3.0,-9.5,98.6,0.0,-5.0,-2.0,-2.0
